High-throughput results deposited in PubChem BioAssay by National Center for Advancing Translational Sciences (NCATS).
TrxR1 inh = inhibitors of rat thioredoxin reductase 1; O89049; recombinant rTrxR1, NADPH fluorescence consumption, selenite substrate; Potency, µM (titrated, usually from 114 µM), inactives show at the highest dose activity change, negative = inhibition, hits mostly inhibitors; actives 1% (n = 390,000); also: potency is read from the fitted curve at half-maximal effect; % is scaled to controls: 0 for no effect and ±100 for the full control effect; nearly all actives have a fitted effect of over 65% in size
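Rat TrxR1 (90 nM in the dispensed reagent) was pre-reduced with 400 uM NADPH for 5 min at room temperature, then incubated with compound for 15 min. After 400 uM selenite was added, NADPH fluorescence (Ex 340/Em 450 nm) was followed for 8 min.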
TrxR1 substrate = is turned over as a substrate by rat TrxR1; O89049; Potency, µM (doses to about 114 µM), for the others: at the top dose activity change, negative = substrate turnover; actives 0.01% (n = 390,000); purified TrxR1 substrate turnover, NADPH consumption readout; also: potency is read from the fitted curve at half-maximal effect; % is scaled to controls: 0 for no effect and ±100 for the full control effect; nearly all actives have a fitted effect of over 50% in size
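Rat TrxR1, dispensed at 90 nM, was prereduced with 400 uM NADPH (final) for 5 min at ~22 deg C, then incubated with compound 15 min before 400 uM selenite. A first-read NADPH fluorescence drop versus no-compound background flagged substrates.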
USP1 inh = USP1/UAF1 (human) deubiquitinase inhibition. actives 0.23% (n = 390,000). O94782. Potency, µM (top dose mostly 57.1 µM), for inactives: at the top dose activity change, negative = inhibition, hits mostly inhibitors. recombinant USP1/UAF1, Ub-Rhodamine cleavage fluorescence; also: potency is read from the fitted curve at half-maximal effect; % is scaled to controls: 0 for no effect and ±100 for the full control effect; nearly all actives have a fitted effect of over 60% in size; inactives centre near -12
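High-throughput fluorogenic screen: 1nM USP1/UAF1 complex, Ub-Rho substrate 150nM final, 50mM HEPES pH 7.8 with 0.5mM EDTA, 0.1 mg/ml BSA, 1mM TCEP and 0.01% Tween-20.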
GLS inh = blocks human kidney-isoform glutaminase activity; O94925; GLS enzymatic activity, qHTS titration; Potency, µM (doses to about 45.5 µM), for inactives: at the top dose activity change, negative = inhibition, usual class: inhibitors; actives 0.21% (n = 410,000); AID 624170; also: potency is read from the fitted curve at half-maximal effect; % is scaled to controls: 0 for no effect and ±100 for the full control effect
Target sequence (O94925 whole entry, looked up, canonical isoform): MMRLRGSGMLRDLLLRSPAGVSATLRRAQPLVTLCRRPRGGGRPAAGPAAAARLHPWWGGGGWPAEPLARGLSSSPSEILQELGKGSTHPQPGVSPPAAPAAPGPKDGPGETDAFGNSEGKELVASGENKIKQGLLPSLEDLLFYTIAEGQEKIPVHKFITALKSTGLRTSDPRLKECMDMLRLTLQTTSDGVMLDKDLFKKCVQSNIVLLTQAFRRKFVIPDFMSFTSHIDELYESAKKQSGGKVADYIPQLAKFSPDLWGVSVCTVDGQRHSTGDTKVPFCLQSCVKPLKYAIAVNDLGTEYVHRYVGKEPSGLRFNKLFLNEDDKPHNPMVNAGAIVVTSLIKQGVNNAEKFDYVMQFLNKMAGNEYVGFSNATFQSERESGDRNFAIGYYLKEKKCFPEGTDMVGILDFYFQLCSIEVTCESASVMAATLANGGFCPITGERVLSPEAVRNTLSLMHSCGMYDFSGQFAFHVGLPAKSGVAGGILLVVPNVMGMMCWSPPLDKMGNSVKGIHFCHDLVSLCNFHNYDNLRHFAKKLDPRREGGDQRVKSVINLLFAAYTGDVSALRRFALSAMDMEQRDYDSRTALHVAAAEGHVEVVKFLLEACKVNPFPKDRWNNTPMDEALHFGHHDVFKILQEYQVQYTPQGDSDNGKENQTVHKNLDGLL
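hKGA in 45 mM KH2PO4 (pH 8.2), 0.02% Tween-20 with compound, then 1mM L-Glutamine (stock as added) plus glutamate oxidase/HRP/Amplex red coupling mix. Fluorescence read initially and after 30 min at RT; signal change reflects glutamate formation.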
PGK inhibitor = inhibitors of T. brucei phosphoglycerate kinase. PGK/GAPDH coupled, Kinase-Glo luminescence, 60 min. Potency, µM (top dose mostly 57.5 µM), for inactives: top-dose activity change, negative = inhibition, hits mostly inhibitors. actives 0.043% (n = 380,000); also: potency is read from the fitted curve at half-maximal effect; % is scaled to controls: 0 for no effect and ±100 for the full control effect; nearly all actives have a fitted effect of over 60% in size
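Luminescent ATP detection (Kinase-Glo Plus) follows a 60-minute room-temperature incubation, with wells lacking PGK as controls. Buffer: 100 mM TEA (pH 7.6), 5 mM MgCl2, 0.01% Tween-20. Coupling enzyme GAPDH (100 nM final) supplies unstable 1,3-BPG in-well.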
IDH1 R132H inh = inhibitors of human mutant IDH1 R132H. IDH1-R132H enzyme, NADPH consumption, diaphorase/resazurin fluorescence. Potency, µM (top dose mostly 76.6 µM), without a hit: top-dose activity change, negative = inhibition, usual class: inhibitors. actives 0.093% (n = 390,000). AID 602179; also: potency is read from the fitted curve at half-maximal effect; % is scaled to controls: 0 for no effect and ±100 for the full control effect; nearly all actives have a fitted effect of over 65% in size
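IDH1-R132H (0.5 ug/mL dispensed) in pH 7.5 Tris buffer was preincubated 30 min with compound, then given a substrate mix of 0.016 mM NADPH and 2 mM alpha-KG for 80 min at room temperature; remaining NADPH was read by diaphorase/resazurin fluorescence.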
PI4K2A block = blocks human PI4K2A kinase activity; purified PI4K2A, ADP-Glo luminescence, 1 h; stronger effect = lower value; AID 1346378; Q9BTU6; activity change, negative = inhibition, % at 76.9 µM; actives 0.13% (n = 420,000); in the data active = activity change below about -50%; inconclusive = mostly about -30% to -49%;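 also: -100% = wells without enzyme as full effect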
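Compounds are screened against recombinant PI4K2A using PI as substrate and ATP, the latter dispensed at 300 microM. Reactions run one hour at ambient temperature before ADP-Glo detection; full inhibition defined by wells lacking enzyme.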
HP1b binding inh = inhibitors of HP1-beta chromodomain binding to methylated histone tails; AlphaScreen HP1-beta / biotin-H3K9me3 peptide binding; Potency, µM (top dose mostly 114 µM), for the others: at the top dose activity change, negative = inhibition, usual class: inhibitors; actives 0.56% (n = 390,000); P83916; also: potency is read from the fitted curve at half-maximal effect; nearly all actives have a fitted effect of over 70% in size; inactives centre near 23
Target sequence (P83916 whole entry, looked up): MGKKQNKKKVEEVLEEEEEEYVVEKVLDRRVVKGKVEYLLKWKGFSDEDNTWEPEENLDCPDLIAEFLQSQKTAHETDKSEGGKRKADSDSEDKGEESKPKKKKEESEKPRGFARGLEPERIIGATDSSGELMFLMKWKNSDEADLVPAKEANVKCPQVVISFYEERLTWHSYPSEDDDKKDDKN
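AlphaScreen: HP1-beta (50 nM) preformed 30 min with biotin-H3(1-18)K9me3 peptide (50 nM) in PBS pH 7.4, 0.01% Tween-20. Compound added for 30 min at RT, then streptavidin donor/nickel chelate acceptor beads (10 ug/mL) for 30 min.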
Pin1 inhibitor = inhibitors of human Pin1; actives 0.009% (n = 390,000); Potency, µM (doses to about 115 µM), for inactives: top-dose activity, negative = inhibition, hits mostly inhibitors; Pin1 FP peptide displacement, HiFluor488, 10 min; active = well fitted inhibition curve with a large enough effect in the polarisation, with a control signal flat, not every such curve was filed as active; inconclusive = small, poorly fitted or top-dose-only effect, or effect the other way, or a change in a side signal; inactive = no such curve, though single readings can be large or run the other way; the % refers to the polarisation; also: potency is read from the fitted curve at half-maximal effect; % is scaled to controls: 0 for no effect and ±100 for the full control effect
Target sequence (Q13526 whole entry, looked up): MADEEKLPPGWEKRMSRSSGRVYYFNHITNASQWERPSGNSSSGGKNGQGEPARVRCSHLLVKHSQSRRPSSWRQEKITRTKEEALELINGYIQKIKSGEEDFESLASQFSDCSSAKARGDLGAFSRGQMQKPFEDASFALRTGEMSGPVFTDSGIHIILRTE
Active calls of the source: *; i = inactive; ? = inconclusive; nt = not tested or not shown; & = joins results of further samples; [ ] = remark or other dose. Unless noted, calls follow the shape of the dose curve; as a rule, active = well fitted curve in the direction sought with a large enough effect; inconclusive = small, poorly fitted or top-dose-only effect, or another doubt; inactive = no such curve, though single readings can be large; an effect the other way counts as inactive or inconclusive.

SMILES	TrxR1 inh	TrxR1 substrate	USP1 inh	GLS inh	PGK inhibitor	IDH1 R132H inh	PI4K2A block	HP1b binding inh	Pin1 inhibitor
CCn1cc(C(=O)NC2CCCCCC2)c(=O)c2ccc(C)nc21	0%	-6%	4%	1%	4%	6%	-9	26%	-1%
COc1ccc(CC(NC(C)=O)C(=O)NC2CCN(S(=O)(=O)c3cccc4ccccc34)CC2)cc1OC (centres undefined)	13%	1%	0%	-1%	-6%[11.5 µM]	3%	-3	30%	1%
COc1cc2c(cc1OC)CN(C(=O)c1ccc(Br)o1)CC2	-57%	10%[57.1 µM]	-7%	20%	9%	1%	-1	16%	-12%
COc1ccc(NC(=O)c2coc(C)c2)cc1	1%	1%	-13%	-16%	-1%	-2%	1	17%	7%
CCOC(=O)C1CCCN(C(=O)c2cccc(S(=O)(=O)N3CC(C)OC(C)C3)c2)C1 (centres undefined)	15%	1%	2%	-4%	-7%	-6%	7	14%	-5%
O=C1CC(=O)OC(c2ccc([N+](=O)[O-])cc2)O1	nt	nt	-6%	4%	5%	-4%	7	nt	nt
Cn1ncc2c(=O)[nH]cnc21	12%	-4%	-8%	-21%	-11%	-2%	-1	39%[activator]	-1%
CCN(CC)CCCNC(=O)c1nn(C)c2c1CS(=O)(=O)c1ccccc1-2	3%	-4%	-21%	-1%	i	8%	3	16%	-7%
CC(=O)N1N=C(c2ccccc2)OC1(C)CC(=O)Nc1ccccc1 (centres undefined)	6%	12%	-4%	9%	3%	2%	-3	42%[activator]	-1%
CCN(CC)C(=O)c1ncn(C)c1C(=O)N(CC)CC	6%	5%	-29%	2%	-3%	10%	2	15%	4%
Cc1ccc(S(=O)(=O)N(CC2CO2)c2cc(Cl)ccc2Cl)cc1 (centres undefined)	-14%	0%	?	8%	i	0%	5	43%[activator]	-4%
O=C(Nc1ccc(F)c(F)c1)c1ccc(-n2cncn2)c([N+](=O)[O-])c1	17%	4%	-8%	5%	5%	11%	-1	15%	-2%
CCc1c(C(=O)Nc2ccc(OC)c(Cl)c2)[nH]c(C)c1C(C)=O	3%[57.1 µM]	5%[57.1 µM]	-6%	10%	-4%	11%	4	5%	4%
COc1ccc(-n2nc(C(=O)NCC(=O)NCC3COc4ccccc4O3)c3ccccc3c2=O)cc1 (centres undefined)	95%[activator]	47%[activator]	-27%	-17%	-8%	1%	1	46%[activator]	21%
OCC[C@@H]1C[C@H](O)[C@@H](O)[C@@]2(OCc3cc(Cl)ccc32)O1	nt	nt	-21%	0%	-1%	-10%	-4	nt	nt
Cc1ccc(S(=O)(=O)N2CCCN(S(=O)(=O)c3ccc4ccccc4c3)CC2)cc1	21%	7%	-10%	2%	nt	4%	-1	26%	5%
CCCNC(=O)NC(C(=O)OC)C12CC3CC(CC(C3)C1)C2 (centres undefined)	16%[57.1 µM]	11%[57.1 µM]	2%	8%	3%	2%	6	12%	-4%
O=c1c2cnn(-c3ccccc3)c2nc(-c2cccs2)n1-c1cccc(Cl)c1	3%	7%	-12%	-1%	-7%	4%	3	49%	?
COc1cc(C(=O)N/N=C\c2ccccc2)c([N+](=O)[O-])c(OC)c1OC	-11%	-8%	-2%	1%	-1%	-3%	7	12%	2%
CCOc1ccc(NC(=O)COC(=O)c2cccnc2)cc1	12%[57.1 µM]	21%[57.1 µM]	-12%	1%	i	4%	-2	29%	1%
CCOc1ccccc1NC(=O)Nc1cccc(S(N)(=O)=O)c1	13%[57.1 µM]	3%[2.29 µM]	-14%	0%	-7%	10%	-23	54%[activator]	-11%
CN(C)/C=C(\C#N)S(=O)(=O)c1ccc(Cl)cc1	9%[57.1 µM]	7%[57.1 µM]	-11%	3%	6%	3%	0	10%	-5%
Cc1ccoc1C(=O)NCc1occc1C(=O)O	-27%	-10%	?	?	?	7%	6	-3%	?
Cc1ccc(-c2ocnc2C(=O)Nc2ccccc2NC(=O)c2ccccn2)cc1	21%[57.1 µM]	10%[0.0914 µM]	-7%	-4%	-5%	-4%	-1	30%	7%
CCC(=C/c1sc2ccc3ccccc3c2[n+]1C)/C=C1\Sc2ccc3ccccc3c2N1C	0%	-2%	-20%	-3%	-3%	-1%	-13	143%[activator]	?
The results go on:
SMILES	TrxR1 inh	TrxR1 substrate	USP1 inh	GLS inh	PGK inhibitor	IDH1 R132H inh	PI4K2A block	HP1b binding inh	Pin1 inhibitor
CC(C)=CCN1CCN(Cc2ccc(N3CCNC3=O)cc2)CC1CCO (centres undefined)	12%	4%	-4%	2%	8%	-12%	-7	44%[activator]	5%
CC(C)(C)c1cc(C(=O)N2CCc3ccccc3C2)ccn1	19%	0%	-14%	1%	-1%	-1%	1	19%	2%
COc1cc(/C=C2/SC(=O)NC2=O)ccc1OC(=O)c1ccco1	-32%	-19%	-6%	16%	-9%	-2%	1	32%	30%[activator]
CCN(Cc1ccccc1)C(=O)CN1C(=O)COc2ccc(S(=O)(=O)N3CCOCC3)cc21	17%	0%	-10%	-3%	8%	-1%	1	49%[activator]	4%
Cc1ccc(NC(=O)CN2C(=O)NC(Cc3c[nH]c4ccccc34)C2=O)cc1 (centres undefined)	8%	-3%	-9%	3%	2%	-6%	2	9%	4%
Cc1cccc(NC(=O)c2c(NC(=O)C(F)(F)F)sc3c2CCCCC3)c1	-3%	2%	-16%	5%	-26%	-12%	1	-9%	?
CCC(=O)c1c(NC(C)C)cc(C)oc1=O	3%[57.1 µM]	-5%	-24%	-3%	2%	-2%	-5	32%	5%
O=C(OC(C(=O)NCc1ccccc1)c1ccccc1F)c1ccco1 (centres undefined)	16%[57.1 µM]	9%[57.1 µM]	-22%	-7%	-5%	-8%	-2	58%[activator]	-5%
Cc1c(C(=O)OC(C)C)sc(NC(=O)C2CCCO2)c1C(=O)OC(C)C (centres undefined)	23%	2%[57.1 µM]	-16%	-6%	nt	-6%	-3	25%	2%
CC(Sc1nc2scc(-c3ccccc3)c2c(=O)[nH]1)C(=O)NC(N)=O (centres undefined)	-12%	-5%	-11%	0%	-4%	9%	0	30%	46%[activator]
CC1=[N+](C)c2c(ccc3cccnc23)C1(C)C	9%[57.1 µM]	0%[57.1 µM]	-16%	?	-7%	2%	-21	?	?
CCS(=O)(=O)N1N=C(c2ccc(NS(C)(=O)=O)cc2)CC1c1ccccc1 (centres undefined)	?	126%[activator]	-5%	20%	2%	-1%	-2	28%	13%
COC(=O)c1ccc(CN2CCC(CO)(Cc3ccc(OC)cc3)CC2)cc1	22%	3%	-12%	0%	i	-2%	8	-10%	-3%
CCNc1nc(Oc2ccccc2)nc(OC(C)C(=O)OCC)n1 (centres undefined)	12%	7%[57.1 µM]	2%	4%	-5%	3%	1	18%	1%
Cc1ccc(NC(=S)Nc2ccc(OC(F)F)c(Cl)c2)cc1F	2%[57.1 µM]	13%[57.1 µM]	-19%	-15%	0%	-3%	21	16%	1%
Cc1noc(C)c1CSCC(=O)Nc1ccc(S(C)(=O)=O)cc1	6%	-1%	-7%	10%	-1%	-13%	-2	36%[activator]	5%
CCN(CCN(C)C)C(=O)Cn1ncc2c([nH]c3ccc(C)cc32)c1=O	0%	23%	-31%	-7%	-3%	-13%	10	27%	0%
CC(=O)Nc1sc(C)c(C)c1C(=O)OCCOc1ccccc1	9%	0%	-20%	3%	2%	10%	6	86%[activator]	0%
CCC(C)N(C(=O)Cn1c(Cl)nc2c1c(=O)n(C)c(=O)n2C)C1CCS(=O)(=O)C1 (centres undefined)	-5%	-5%	2%	13%	4%	-3%	4	15%	-9%
CSc1ccccc1C(=O)NCC(c1ccco1)N(C)C (centres undefined)	17%	2%	?	4%	16%	7%	3	22%	0%
O=C(Nc1ccc(-c2cnco2)cc1)c1ccccc1	-1%	-32%	-24%	?	-5%	-5%	0	-19%	-1%
O=C(CCc1nnc(-c2ccccc2)o1)c1ccc(Cl)cc1	45%	19%	-17%	0%	-5%	15%	4	16%	-6%
N#Cc1cc(C#N)c(SCC(=O)NCC2CCCO2)nc1N (centres undefined)	1%[57.1 µM]	14%[57.1 µM]	-15%	4%	0%	9%	-2	5%	-5%
Cc1ccc(C)c(NC(=S)NNC(=O)c2sccc2C)c1	-16%	4%	-8%	20%	i	0%	0	17%	-4%
COc1ccc(C)cc1NC(=O)NCCC1=CCCCC1	18%[57.1 µM]	4%[57.1 µM]	-9%	-2%	-7%	5%	5	19%	1%
COc1ccc(CNC(=O)CN(c2ccc(OC)cc2)S(=O)(=O)c2c(C)[nH]c(=O)[nH]c2=O)cc1	17%&20%	1%&9%	-18%&0%	-15%&-5%	-7%&-5%	6%&18%	4&-1	30%&39%	-2%&1%
Cc1cccc(N(C(=O)CNC(=O)c2ccco2)C(C(=O)NC2CCCC2)c2ccncc2)c1 (centres undefined)	0%	-2%	0%	21%	-2%	5%	1	17%	3%
CCCOc1ccccc1N/C(=N/c1nc(C)cc(C)n1)NC(=O)Nc1ccc(Cl)cc1	35%[activator][57.1 µM]	-18%[57.1 µM]	-24%	-6%	-7%	3%	2	44%	23%

This is a subset (hit frequency here may not be typical).
